TRPC4 agonist – activators of mouse TRPC4 channel | HEK293 TRPC4beta/mu-opioid, Fluo4 calcium fluorescence; stronger effect = higher value | B-score at 10 µM | 310,000 tested, 0.49% active;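 active = B-score above 5 SD of library B-scores, and initial fluorescence ratio not above library mean plus 5 SD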;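 note: positive B-score marks a calcium rise read as TRPC4 activation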
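Incubation: 45 min room-temperature Fluo4 loading, 110 s read / System: HEK293 cells stably co-expressing mouse TRPC4beta and mu-opioid receptor / Signal: Fluo4 fluorescence, kinetic / Control set: buffer (low) and maximal DAMGO (high) / Measure: integrated baseline-normalised fluorescence ratio, converted to per-well B score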
HDAC3 inhib – blocks human histone deacetylase 3; O15379; 320,000 tested, 0.15% active; recombinant HDAC3, fluorogenic peptide/trypsin coupled, fluorescence; inhibition, % at 8.3 µM; in the data active = inhibition above about 26%, passing the limit was not always enough
Target sequence (O15379 whole entry, looked up): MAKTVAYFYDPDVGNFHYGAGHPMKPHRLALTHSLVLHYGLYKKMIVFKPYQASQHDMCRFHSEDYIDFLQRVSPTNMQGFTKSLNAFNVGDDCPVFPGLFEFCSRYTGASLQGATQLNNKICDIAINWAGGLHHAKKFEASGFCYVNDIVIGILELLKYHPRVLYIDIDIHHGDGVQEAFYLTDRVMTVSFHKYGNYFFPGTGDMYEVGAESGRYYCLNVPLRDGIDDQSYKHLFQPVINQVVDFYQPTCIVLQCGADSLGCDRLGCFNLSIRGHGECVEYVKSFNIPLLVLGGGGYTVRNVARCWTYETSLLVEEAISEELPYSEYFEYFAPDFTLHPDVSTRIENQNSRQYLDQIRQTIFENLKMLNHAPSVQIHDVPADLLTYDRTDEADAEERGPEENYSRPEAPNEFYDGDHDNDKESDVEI
TMEM16A act – activators or potentiators of mouse TMEM16A chloride channel; HEK293 TMEM16A/YFP-H148Q/I152L, iodide quench fluorescence; stronger effect = lower value; B-score at 10 µM; 340,000 tested, 0.3% active; AID 623877;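 active = fluorescence-ratio B-score plate-corrected deviation score at least 3 library SD below zero, with starting fluorescence score within 5 deviations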;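 note: channel opened by trigger with iodide after compound preincubation; score built on the fluorescence ratio of max minus min over baseline; more negative score means more quench and so TMEM16A activation or potentiation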
Dyrk1A ADPGlo – Dyrk1A (rat) kinase inhibition. inhibition, % at 12.5 µM. ADP-Glo luminescence, NFATc1 peptide. Q63470. 310,000 tested, 0.43% active. AID 504441; in the data active = inhibition above about 50%;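 note: plate controls were vehicle with enzyme for no effect and no enzyme for full effect; many of its hits are not listed in these tables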
KCNK3 inh – human KCNK3 channel inhibition, primary screen; CHO-KCNK3 thallium flux, FluxOR fluorescence; stronger effect = lower value; 340,000 tested, 0.84% active; B-score at 10 µM;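 active = B-score under library mean minus 4 SD, starting fluorescence ratio at most library mean plus 5 SD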;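 note: more negative B-score means stronger inhibition of thallium flux through KCNK3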
TRPC4 potent – TRPC4 (mouse) allosteric potentiation. B-score at 10 µM. HEK293 TRPC4beta/mu-opioid, DAMGO EC20, Fluo-4 Ca2+ flux; stronger effect = higher value. 310,000 tested, 0.42% active. Q9QUQ5;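 active = B-score of calcium response area above 5 SD of library B-scores, with initial fluorescence ratio within 5 SD of library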;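 note: B-score of integrated fluorescence ratio over time as area under calcium response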
KCNQ1 pot – human KCNQ1 channel potentiation or activation | P51787 | CHO-K1 KCNQ1, thallium flux FluxOR fluorescence; stronger effect = higher value | B-score at 10 µM | 310,000 tested, 0.35% active | AID 2648;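 active = fluorescence ratio B-score, a plate-corrected score, at least three library SD, with initial intensity B-score within 5 SD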
Target sequence (P51787 whole entry, looked up): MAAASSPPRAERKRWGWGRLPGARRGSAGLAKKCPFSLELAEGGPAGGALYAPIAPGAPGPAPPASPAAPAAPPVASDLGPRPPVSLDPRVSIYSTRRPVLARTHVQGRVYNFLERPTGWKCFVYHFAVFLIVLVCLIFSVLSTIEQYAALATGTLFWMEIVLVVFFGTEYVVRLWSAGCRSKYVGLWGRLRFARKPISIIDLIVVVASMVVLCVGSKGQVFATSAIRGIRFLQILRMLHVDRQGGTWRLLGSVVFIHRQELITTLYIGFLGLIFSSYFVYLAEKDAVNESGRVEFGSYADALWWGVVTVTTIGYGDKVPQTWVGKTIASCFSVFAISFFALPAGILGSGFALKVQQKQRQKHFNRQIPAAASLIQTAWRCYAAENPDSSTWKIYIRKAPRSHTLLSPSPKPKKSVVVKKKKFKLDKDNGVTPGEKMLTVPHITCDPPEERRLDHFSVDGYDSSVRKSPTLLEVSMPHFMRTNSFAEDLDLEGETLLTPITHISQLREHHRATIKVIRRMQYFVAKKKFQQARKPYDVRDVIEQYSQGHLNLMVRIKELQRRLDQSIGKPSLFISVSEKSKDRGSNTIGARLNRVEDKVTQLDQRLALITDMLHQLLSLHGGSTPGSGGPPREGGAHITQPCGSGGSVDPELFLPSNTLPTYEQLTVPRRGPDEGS
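Schedule – 37 °C overnight plating, 90-min dark dye load, 20-min compound pretreatment · System – stable KCNQ1 CHO-K1 line · Probe or stimulus – thallium- and potassium-containing depolarizing buffer · Measured by – kinetic FluxOR fluorescence, 10 s baseline plus 110 s post-stimulus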
KCNK9 inh – human KCNK9 channel inhibition. 310,000 tested, 1.2% active. Q9NPC2. HEK293 KCNK9, FluxOR thallium flux fluorescence; stronger effect = lower value. B-score at 10 µM. AID 488922;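 active = ratio B-score over 3 SD below the library mean, with starting fluorescence within 5 SD of its mean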;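 note: negative B-score means less thallium flux so channel inhibition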
hERG rescue – shields human hERG channel from block by proarrhythmic agents | Q12809 | CHO-hERG, FluxOR thallium flux, dofetilide IC70 present | activation (rescue from dofetilide block), less the hit threshold, % at 10 µM | 310,000 tested, 0.51% active | AID 1511;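 active = activation above the mean of controls blocked by dofetilide plus 5 SD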;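 note: thallium influx through hERG after potassium depolarization seen as dye fluorescence rise; in these data hits start at about 4.7%; inactives centre near -7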
KCNQ1 inh – inhibitors of human KCNQ1 potassium channel; CHO-K1 KCNQ1, FluxOR thallium flux fluorescence; stronger effect = higher value; B-score at 10 µM; P51787; AID 2642; 310,000 tested, 1.3% active;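 active = compounds whose thallium flux B-score, printed positive for inhibition, exceeds three library SD while starting fluorescence stays within three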;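 note: channel opened by potassium depolarization with thallium stimulus after 20 min compound exposure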
ANO1 block – inhibitors of mouse TMEM16A calcium-activated chloride channel. AID 588511. Q8BHY3. normalized B-score (activity score, 25-100; higher = stronger inhibition) at 10 µM. HEK293 TMEM16A/YFP iodide influx fluorescence, ionomycin. 310,000 tested, 1.2% active;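 active = ratio plate-corrected score three or more library SD toward inhibition, starting fluorescence score within five deviations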;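 note: score derived from kinetic fluorescence span divided by baseline fluorescence per well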
* = called active by the depositor; i = inactive; nt = not tested or not shown. This is a subset, so the mix of outcomes need not match the whole.

SMILES	TRPC4 agonist	HDAC3 inhib	TMEM16A act	Dyrk1A ADPGlo	KCNK3 inh	TRPC4 potent	KCNQ1 pot	KCNK9 inh	hERG rescue	KCNQ1 inh	ANO1 block
S=c1[nH]nc(CCc2ccc(Cl)cc2)o1	i	-6	i	0	i	i	i	i	-10	i	i
O=C(COc1ccc2ccccc2c1)Nc1cccc2cccnc12	i	1	i	-1	i	i	i	-8.7*	-13	i	i
COCCN1CCN(Cc2nc(Cc3ccc(OC)c(OC)c3)no2)CC1	i	1	i	nt	i	i	i	i	-9	i	i
c1ccc2[nH]c(CSc3ncnc4c3oc3ccccc34)nc2c1	i	2	i	-2	i	i	i	i	-9	i	100*
CC(=O)Nc1nnc(CCN2CCCCC2)s1	i	6	i	nt	i	i	i	i	-10	i	i
OCCC1CN(Cc2ccsc2)CCN1C1CCCC1 (configuration not stated)	i	0	i	4	i	i	i	i	-1	i	i
O=C(NCC(F)(F)F)Nc1ncccn1	i	3	i	-13	i	i	i	i	-7	i	i
CC(Sc1nnc(-c2ccccc2F)n1C1CC1)C(N)=O (configuration not stated)	i	-3	i	-5	i	i	i	i	-9	i	i
Cn1nnnc1SCC(=O)NC(C)(C)C	i	-13	i	nt	i	i	i	i	-1	i	i
C/C(=N\NC(N)=S)c1ccc(Cl)s1	i	9	i	0	i	i	i	i	2	i	i
CCN(CC)C(=O)CSc1nc2c(sc(=S)n2Cc2ccco2)c(=O)n1-c1ccccc1	i	3	i	-8	i	i	i	i	-19	i	i
COC(=O)c1cccc(NC(=S)NCc2ccco2)c1	i	3	i	0	i	i	i	i	-12	i	i
O=C(NNS(=O)(=O)c1ccccc1)c1cccc(F)c1	i	0	i	nt	i	i	i	i	-5	i	i
CC(=O)Nc1c(F)cc(Br)cc1F	i	-4	i	nt	i	i	i	i	-8	i	i
O=C1c2cccc(Cl)c2C(=O)N1c1ccccn1	i	-4	i	nt	i	i	i	i	-10	i	i
Cc1ccc(N(C)C(=O)c2ccc3c(Cl)c4c(nc3c2)CCC4)cc1C	i	6	i	11	i	i	i	i	-18	i	i
COCCn1c(SCC(=O)N2CCCCC2)nc2c(c1=O)SCC2	i	-6	i	3	i	i	i	i	-5	i	i
Nc1c(S(=O)(=O)c2ccccc2)cnc2c(-c3ccc(F)cc3)cnn12	i	3	i	-6	i	i	i	i	-12	i	i
COc1ccc(CC(=O)N(C)Cc2ccc(C(C)(C)C)cc2)cc1S(=O)(=O)N1CCOCC1	i	1	i	-13	i	i	i	i	-19	i	i
CC(=O)N1c2ccc(S(=O)(=O)NCc3ccco3)cc2CC1C (configuration not stated)	i	0	i	-4	i	i	i	i	-3	i	i
CC(NC(=O)NC1CCCCC1)C(c1cccs1)N1CCN(C)CC1 (configuration not stated)	i	nt	i	5	i	i	i	i	-6	i	i
COc1cc(C(=O)Nc2ccc3c(c2)Cc2ccccc2-3)cc(OC)c1OC	i	-1	i	-1	i	i	i	i	-5	i	i
Cc1c(C(=O)NCc2ccccc2)oc2ccc(S(=O)(=O)N3CCCC3)cc12	i	-2	i	1	i	i	i	i	-10	i	i
CCc1cc2c(SCC(=O)c3ccccc3)ncnc2s1	i	5	i	-3	i	i	i	i	-6	i	i
CCn1c(SCC(=O)NCC2CCCO2)nc2c(c1=O)SCC2 (configuration not stated)	i	2	i	1	i	i	i	i	-6	i	i
CC(C)(C)CC(=O)Nc1ccccc1N1CCN(c2ccccc2)CC1	i	10	i	2	i	i	i	i	-8	i	i
CCC(C)(C)NC(=O)c1cc(C(=O)OC)cc([N+](=O)[O-])c1	i	-6	i	-4	i	i	i	i	-13	i	i
Cc1cc(SCC#N)nc2ccccc12	i	5	i	nt	i	i	i	i	-7	i	i
NC(=S)N/N=C/c1ccccc1OC(=O)c1cc2ccccc2oc1=O	i	-3	i	-1	i	i	i	i	-5	i	i
CC1CCN(c2nnc(NC(=O)Cn3c(=O)oc4ccccc43)s2)CC1	i	-9	i	-2	i	i	i	i	-4	i	i
Cc1ccc(SCCC(=O)NCCSCc2ccccc2C)cc1	i	2	i	-1	i	i	i	i	-8	i	i
O=C(C(=O)N1CCc2ccccc2C1)c1cn(CC(=O)N2CCCC2)c2ccccc12	i	3	i	-1	i	i	i	i	-10	i	i
COc1ccc(CNC(=O)c2cc(COc3c(F)cccc3F)on2)cc1OC	i	8	i	-4	i	i	i	i	-7	i	i
Clc1ncnc2scc(-c3ccc(Br)cc3)c12	i	4	i	-3	i	i	i	i	-9	i	i
CC(=O)c1c(-c2ccc(Cl)cc2)c2ccccc2[nH]c1=O	i	12	i	-2	i	i	i	i	-4	i	i
CC(=O)Oc1ccc2c(=O)c(/C=N/c3cc(=O)[nH]c(=S)[nH]3)coc2c1	i	9	i	-2	i	i	i	i	-10	i	i

An excerpt from above in order of count of non-hydrogen atoms, falling.
SMILES	TRPC4 agonist	HDAC3 inhib	TMEM16A act	Dyrk1A ADPGlo	KCNK3 inh	TRPC4 potent	KCNQ1 pot	KCNK9 inh	hERG rescue	KCNQ1 inh	ANO1 block
O=C(C(=O)N1CCc2ccccc2C1)c1cn(CC(=O)N2CCCC2)c2ccccc12	i	3	i	-1	i	i	i	i	-10	i	i
COc1ccc(CNC(=O)c2cc(COc3c(F)cccc3F)on2)cc1OC	i	8	i	-4	i	i	i	i	-7	i	i
CCn1c(SCC(=O)NCC2CCCO2)nc2c(c1=O)SCC2 (configuration not stated)	i	2	i	1	i	i	i	i	-6	i	i

Next part:
SMILES	TRPC4 agonist	HDAC3 inhib	TMEM16A act	Dyrk1A ADPGlo	KCNK3 inh	TRPC4 potent	KCNQ1 pot	KCNK9 inh	hERG rescue	KCNQ1 inh	ANO1 block
Cc1nc2ccccc2c(=O)n1/N=C/c1ccc(O)cc1	i	0	i	-1	i	i	i	i	0	i	i
COC(=O)c1c(C(=O)OC)c(-c2ccc(OC)cc2)n2c1CS(=O)C2 (configuration not stated)	i	-2	i	0	i	i	i	i	-2	i	i
O=C(Nc1cccc(-c2cccc(F)c2)c1)C1CCN(CC2CCOC2)CC1 (configuration not stated)	i	-3	i	5	i	i	i	i	-20	i	i
O=C(O)c1ccc(-c2ccccc2)[nH]1	i	1	nt	8	i	i	i	i	-4	i	i
O=C(CSc1ccc([N+](=O)[O-])cc1)NNC(=O)c1ccccc1F	i	7	i	-13	i	i	i	i	-1	i	i
COc1ccc(S(=O)(=O)NCc2cccnc2)cc1	i	-7	i	-1	i	i	i	i	-8	i	i
CSc1ccc(NC(=O)NCCCN2CCN(c3ccccc3F)CC2)cc1	i	-1	i	4	i	i	i	i	-5	i	i
CC(=O)c1c(NC(=O)C(C)C)nc(C)nc1-c1ccccc1	i	10	i	-1	i	i	i	i	-7	i	i
COc1ccc(CCNC(=O)Cn2nnc(-c3ccccc3F)n2)cc1OC	i	4	i	-1	i	i	i	i	-6	i	i
C#CCOC(=O)C(NC(=O)c1ccccc1)=C1CCCCC1	i	-1	i	1	i	i	i	i	-8	i	i
O=C1C(NS(=O)(=O)c2ccc(Cl)cc2)=C(N2CCCCC2)C(=O)c2ccccc21	i	0	i	-2	i	i	i	i	-12	i	i
C(=C\c1ccccc1)/CSc1nnc(-c2ccccn2)n1Cc1ccco1	i	-5	i	4	i	i	i	i	-17	i	i
Cc1ccc(OCc2nc(-c3ccccn3)no2)cc1	i	2	i	-13	i	i	i	i	1	i	i
Cn1c(SCC(=O)Nc2cccc(F)c2)nnc1-c1cc2ccccc2o1	i	-3	i	-3	i	i	i	i	-7	i	i
COC(=O)C(C)NC(=S)N1CCN(c2c(F)cc3c(=O)c(C(=O)O)cn(C4CC4)c3c2OC)CC1C (configuration not stated)	i	-12	i	-5	i	i	i	i	-7	i	i
CCC(=O)Nc1ccc(C(=O)NNC(=O)COc2cc(C)ccc2C)cc1	i	-2	i	0	i	i	i	i	-7	i	i
Cc1cc(Br)ccc1SCC(=O)OCC(=O)NC(C)c1ccccc1 (configuration not stated)	i	3	i	-1	i	i	i	i	-1	i	i
Cc1ccc(NC(=O)[C@@H]2CCCN2S(=O)(=O)c2ccccc2F)cc1S(=O)(=O)N1CCOCC1	i	7	i	-3	i	i	i	i	-8	i	i
COc1ccc(-c2nnc3sc(COc4ccccc4)nn23)cc1	i	8	i	2	i	i	i	i	-13	i	i
CN1CCN(CC(=O)Nc2nc3c(s2)CCCC3)CC1	i	10	i	9	i	i	i	i	-5	i	i
CSc1nc(NC(C)(C)C)nc(Oc2ccc(=O)n(C)n2)n1	i	0	i	8	i	i	i	i	-5	i	i
COc1cc(CNCc2ccccc2)c(Br)cc1OC1CCCC1	i	7	i	0	i	i	i	i	-16	i	i
COc1ccc(OC)c(S(=O)(=O)NCCC(C)C)c1	i	-2	i	-5	i	i	i	i	-5	i	i
Cc1cccc(NC(=O)C(CCC(N)=O)NC(=O)OCc2ccccc2)c1 (configuration not stated)	i	6	i	2	i	i	i	i	-5	i	i
CC(=O)C1C(=O)C=C(c2cccs2)CC1c1ccccc1 (configuration not stated)	i	7	i	4	i	i	i	i	-4	i	i
C/C(=N/NS(=O)(=O)c1cccc([N+](=O)[O-])c1)c1ccc2c(c1)OCO2	i	0	i	-3	i	i	i	i	-12	i	i
CC(C)(C)NC(=O)C(c1ccncc1)N(C(=O)CNC(=O)c1ccco1)c1ccc(F)cc1 (configuration not stated)	i	-1	i	-9	i	i	i	i	-1	i	i
CCOC(=O)c1ccc2nc(C(F)(F)F)[nH]c(=O)c2c1	i	-20	i	-12	i	i	i	i	-4	i	i
CN=Cc1sc2ccccc2c1O	i	-1	i	9	i	i	i	i	-5	i	i
CN1CC[C@@]2([C@@]34CCN(C)C3Nc3ccccc34)c3ccccc3NC12 (some centres not stated)	i	1	i	7	i	i	i	i	-7	i	i
CSc1snnc1-c1ccccc1	i	-2	i	-1	i	i	i	i	-10	i	i
COc1ccc(C(CC(=O)Nc2cc([N+](=O)[O-])ccc2OC)c2ccccc2)cc1 (configuration not stated)	i	-10	i	-4	i	i	i	i	-15	i	i
Cc1cccc(NC(=O)c2cc[n+]([O-])cc2)c1C	i	3	i	-5	i	i	i	i	-8	i	i
C/C(=N/OCC(=O)Nc1ccc(C)cc1C)c1cccs1	i	9	i	5	i	i	i	i	-5	i	i

Compound activity from PubChem BioAssay.
